# H37Rv inhibition = M. tuberculosis growth inhibition, HTS (AID 449762); hit rate 0.59% among 330,000; inhibition, % at 25 µM; hits with a dose series show IC50 in µM; M. tuberculosis H37Rv growth inhibition, 7H9 media; higher % means a stronger effect; in the data active = a potency from the dose series; inconclusive = inhibition above about 70% without an active follow-up result;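 also: bacterial growth assessed after seven days of incubation; strong numbers were not always called active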
# PhoP GFP inhibition = PhoP regulon inhibitors, Salmonella typhi PhoP promoter GFP reporter, confirmatory (AID 1850); inhibition, % at 50 µM; hits with a dose series show IC50 in µM; Salmonella Typhi PhoP-promoter GFP reporter, fluorescence, 4 h; higher % means a stronger effect; hit rate 0.33% among 310,000; in the data active = a potency from the dose series; inconclusive = inhibition mostly from about 25% at the one dose, without a potency; inactive = the rest, 99 in 100 with inhibition below about 19%;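 also: 0% = induced wells with vehicle and 100% = uninduced wells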
# M. tuberculosis = growth inhibition of non-replicating M. tuberculosis (AID 488890); Mycobacterium tuberculosis non-replicating, growth inhibition; higher % means a stronger effect; inhibition, % at 25 µM, or IC50 in µM where a hit was titrated; hit rate 0.39% among 320,000; in the data active = a potency from the dose series; inconclusive = inhibition mostly from about 82% at the one dose, without a potency; inactive = the rest, 99 in 100 with inhibition below about 76%;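 also: plate controls were DMSO cells for no effect and high antibiotic wells for full effect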
# influenza NS1A = H1N1 influenza NS1A inhibitors, functional cell based assay (AID 504329); NS1A functional cell-based assay, percent inhibition; higher % means a stronger effect; inhibition, % at 12.5 µM; hits with a dose series show IC50 in µM; hit rate 0.3% among 340,000; in the data active = a potency from the dose series; inconclusive = inhibition above about 27% without an active follow-up result; also: strong numbers were not always called active
# inhibitors of VEEV = inhibitors of VEEV TC-83 cytopathic effect, confirmation, Vero cells (AID 588727); Vero cells, VEEV TC-83 cytopathic effect inhibition; higher % means a stronger effect; inhibition, % at 20 µM, or IC50 in µM where a hit was titrated; hit rate 0.13% among 350,000; in the data active = a potency from the dose series; inconclusive = inhibition mostly from about 14% at the one dose, without a potency; inactive = the rest, 99 in 100 with inhibition below about 12%; also: strong numbers were not always called active
# inhibitors of VEEV 10K pilot screen = second read-out of inhibitors of VEEV, no call of its own (marks repeat the call); inhibition, %; measured here: 10K pilot screen inhibition
# An asterisk follows results filed as active; i = inactive; ? = inconclusive; . = no result given. Random draw from the library; about 1.4% have a hit in one of these screens.
SMILES,H37Rv inhibition,PhoP GFP inhibition,M. tuberculosis,influenza NS1A,inhibitors of VEEV,others
CCOc1ccccc1NC(=O)C1CCCN(S(=O)(=O)c2c(C)[nH]c(=O)[nH]c2=O)C1 (stereo not given),2%,10%,2%,-1%,2.3%,
C=CCNC(=O)COc1cc(C)ccc1C,-3%,-3%,22%,-1%,1.9%,
COc1ccc(NC2CCCN(C(=O)CCn3cccn3)C2)cc1 (stereo not given),5%,-4%,-1%,-10%,1.1%,
CS(=O)(=O)c1ccc(Cl)c(NC(=O)CCCc2nc3ccccc3c(=O)[nH]2)c1,-6%,3%,-20%,-7%,0.5%,
O=C(c1ccncc1)N1CCc2ccccc2C1,-5%,2%,-11%,20%,1.9%,
CC(=O)NCCn1c(SCc2ccc(C)cc2)nc2ccccc2c1=O,-14%,-5%,12%,2%,i,
COCCNc1c(-c2ccc(OC)cc2)nc2ccc(Cl)cn12,?,4%,?,-3%,9.4%,
COc1ccccc1/C=N/N=C(/N)N[N+](=O)[O-],-7%,-7%,-6%,-4%,2.0%,
S=C(NCCCN1CCOCC1)N1CCN(c2nc(-c3ccc(Cl)cc3)cs2)CC1,?,-3%,80%,18%,1.4%,
Cc1cccc(C(=O)OCC(=O)c2c(C)[nH]c3ccccc23)c1O,1%,.,3%,-3%,6.5%,
O=C(NNS(=O)(=O)c1ccc(Cl)cc1)C1CCN(Cc2ccccc2)CC1,1%,1%,-1%,-3%,1.0%,
O=C(Oc1cccc(NC(=O)c2ccco2)c1)c1cccc(S(=O)(=O)N2CCCC2)c1,21%,0%,14%,1%,2.3%,
CCc1ccc(NC(=O)Cc2cn(C)c3ccccc23)cc1,-10%,-7%,30%,1%,7.3%,
COc1ccc2c(c1)c(C(O)CN1CCC(Cc3ccccc3)CC1)c(C)n2C (stereo not given),31%,-4%,67%,22%,5.9%,
O=C(Nc1ccc(S(=O)(=O)Nc2ncccn2)cc1)c1cccc(S(=O)(=O)N2CCCC2)c1,-6%,-1%,12%,-3%,2.9%,
CCOC(=O)c1cccc(NC(=O)CSc2nnc(C3CCCCC3)n2CC)c1,-5%,7%,30%,9%,5.1%,
O=C(Nc1ccccc1OC(F)F)c1ccccc1,-5%,-2%,22%,2%,4.8%,
CC(C)c1onc(C(=O)N2CCOCC2)c1[N+](=O)[O-],2%,-5%,-25%,-3%,0.3%,
CN1C(=O)C2(C(C#N)=C(N)N(c3ccc(Cl)cc3)C3=C2C(=O)CC(C)(C)C3)c2ccccc21 (stereo not given),-1%,-18%,10%,8%,i,
O=C(/C=C/Sc1ccc(C(F)(F)F)cn1)c1ccccc1,?,4%,?,-3%,13%,
CCOc1ccc(/C=N/n2c(C)nnc2C)cc1OC,2%,5%,-1%,.,2.1%,
OCCNc1nc(Nc2ccc(Cl)c(Cl)c2)nc2ccccc12,?,1%,?,-9%,3.3%,
Cc1ccc(S(=O)(=O)N2CCN(C3CC(=O)N(CCc4ccccc4)C3=O)CC2)cc1C (stereo not given),-4%,-2%,77%,4%,1.8%,
COc1cccc(COc2ncnc3sccc23)c1,-7%,4%,-3%,1%,0.3%,
Cc1cc([N+](=O)[O-])c2c(c1C)C1C=CCC1C(c1ccccn1)N2 (stereo not given),-5%,-1%,4%,.,.,
O=C(CSc1nnc(CNC(=O)c2c(F)cccc2F)o1)c1ccccc1,-1%,-7%,37%,-9%,6.9%,
CCC(=O)N1CCN(c2ccc(NC(=O)c3ccco3)cc2Cl)CC1,.,.,.,-5%,9.5%,
CCOc1cccc(CNn2cnnc2)c1OCc1ccccc1,-9%,2%,-5%,-18%,i,
Cc1ccc(/C(O)=C2\C(=O)C(=O)N(CC(C)O)C2c2ccc(N(C)C)cc2)cc1 (stereo not given),0%,6%,2%,-25%,0.4%,
COc1ccc(-c2nc3c(s2)CCc2onc(-c4ccc(OC)cc4)c2-3)cc1,-1%,-1%,9%,-1%,2.0%,

# Of the compounds above, two contain a nitro group on carbon:
SMILES,H37Rv inhibition,PhoP GFP inhibition,M. tuberculosis,influenza NS1A,inhibitors of VEEV,others
CC(C)c1onc(C(=O)N2CCOCC2)c1[N+](=O)[O-],2%,-5%,-25%,-3%,0.3%,
Cc1cc([N+](=O)[O-])c2c(c1C)C1C=CCC1C(c1ccccn1)N2 (stereo not given),-5%,-1%,4%,.,.,

# (next part)
SMILES,H37Rv inhibition,PhoP GFP inhibition,M. tuberculosis,influenza NS1A,inhibitors of VEEV,others
CC(=O)Nc1cn(C(C)=O)c(C)n1,-4%,19%,5%,.,.,
CON(C)C(=O)CCN(C(=O)OC(C)(C)C)c1ccccc1,1%,.,2%,-11%,i,inhibitors of VEEV 10K pilot screen=1.3
Brc1cccc(-c2nnc3n2CCCCC3)c1,-4%,2%,5%,0%,0.2%,
Cn1c(CN2CCCC2)nc2cc(NS(=O)(=O)c3ccc(Cl)cc3)ccc21,-1%,-30%,19%,-17%,i,
CCOC(=O)c1c(C)[nH]c(C(=O)CSc2nnc(CC(C)c3ccccc3)o2)c1C (stereo not given),6%,3%,3%,9%,1.5%,
COc1ccc(-n2nc(C)cc2N)cc1,8%,5%,-1%,2%,0.5%,
Cn1nccc1C(=O)N/N=C/c1cccnc1,8%,0%,-8%,-1%,4.1%,
O=C(Nc1ccc(Cl)cc1N1CCOCC1)C1CCCCC1,0%,0%,6%,7%,5.2%,
NC(=NCCc1c[nH]c2ccccc12)NC(=O)c1ccc(F)cc1,6%,10%,14%,10%,i,
Cc1nn(C)c(C)c1S(=O)(=O)N1CCC(CO)(Cc2ccc(Cl)cc2)CC1,-5%,-4%,-13%,3%,1.9%,
O=C(NCc1ccc2c(c1)OCO2)C1CC(=O)N(c2ccc(F)cc2)C1 (stereo not given),-7%,2%,-14%,1%,2.3%,
CCN(CC)C(=O)c1ccc(COc2ccccc2Br)o1,4%,-2%,28%,5%,2.2%,
O=C(Nc1ncnc2sc3c(c12)CCC3)c1ccco1,5%,-5%,5%,5%,0.5%,
CC(=O)N1c2ccc(S(=O)(=O)N3CCC(C(=O)Nc4ncccc4C)CC3)cc2CC1C (stereo not given),0%,-10%,1%,8%,0.5%,

# A section from the list above:
SMILES,H37Rv inhibition,PhoP GFP inhibition,M. tuberculosis,influenza NS1A,inhibitors of VEEV,others
CC(=O)Nc1cn(C(C)=O)c(C)n1,-4%,19%,5%,.,.,
CON(C)C(=O)CCN(C(=O)OC(C)(C)C)c1ccccc1,1%,.,2%,-11%,i,inhibitors of VEEV 10K pilot screen=1.3
Brc1cccc(-c2nnc3n2CCCCC3)c1,-4%,2%,5%,0%,0.2%,
Cn1c(CN2CCCC2)nc2cc(NS(=O)(=O)c3ccc(Cl)cc3)ccc21,-1%,-30%,19%,-17%,i,
CCOC(=O)c1c(C)[nH]c(C(=O)CSc2nnc(CC(C)c3ccccc3)o2)c1C (stereo not given),6%,3%,3%,9%,1.5%,
COc1ccc(-n2nc(C)cc2N)cc1,8%,5%,-1%,2%,0.5%,
Cn1nccc1C(=O)N/N=C/c1cccnc1,8%,0%,-8%,-1%,4.1%,

# From PubChem BioAssay
